PLAP inhibition: PLAP enzyme inhibitors, biochemical, luminescence, HTS (AID 690). purified PLAP, luminescent substrate; higher % means a stronger effect. hit rate 0.08% among 96,000. Alkaline phosphatase, placental type (Homo sapiens). inhibition, % at 20 µM; hits with a dose series show IC50 in µM; in the data active means a potency from the dose series; inactive means the rest, 99 in 100 with inhibition below about 30%; further: strong numbers were not always called active
Bcl-B TR3 displacers: displacers of TR3 peptide from Bcl-B, primary screen, selectivity assay for Bfl-1 inhibitor project, biochemical, fluorescence polarization; Bcl-2-like protein 10 (Homo sapiens); FP displacement of FITC-TR3 peptide from Bcl-B; higher % means a stronger effect; displacement, % at 20 µM; hits with a dose series show IC50 in µM; hit rate 0.11% among 96,000; AID 748, 2007;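 active means displacement above 50% at 20 µM plus a fluorescence interference ratio under 1.5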;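 further: plate controls were wells without compound for no effect and wells lacking Bcl-B protein for full effect; a part of the inactive calls stands beside numbers as strong as those of hits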
IL1B NFkB pot: enhancers of NFkB p65 translocation in HUVEC – imaging, IL-1B stimulus, high-content imaging, primary screen. HUVEC IL-1B NFkB p65 nuclear translocation imaging. activation, % at 2 µM. hit rate 0.3% among 94,000. AID 819, 2007;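 active means activation above 40%, about the mean plus 3 SD, also judged a hit on visual image review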;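 further: percent activation is computed from the nuclear over cytoplasmic p65 intensity ratio; values of inactives mirror those of a sister screen read the other way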
IL1B NFkB inh: inhibitors of IL-1B driven NFkB p65 nuclear import, primary screen, imaging, HUVEC, IL-1B stimulus, high-content imaging; HUVEC IL-1B NFkB p65 nuclear translocation imaging; hit rate 0.43% among 94,000; inhibition, % at 2 µM;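 active means inhibition above about 30% together with a positive call from visual inspection of the well image, limit read from the data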;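 further: nuclear over cytoplasmic p65 intensity ratio measured by imaging; 0% = IL-1B stimulated DMSO wells and 100% = unstimulated DMSO wells; values of inactives mirror those of a sister screen read the other way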
MRP reversal: reversal of MRP1-mediated doxorubicin resistance, primary screen, H69AR cells, doxorubicin co-treatment. hit rate 0.04% among 85,000. AID 602, 2007. H69AR cells + 2 uM doxorubicin, CellTiter-Glo, 72 h. differential viability (reversal), % at 10 µM;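 active means viability drop by adding the cancer drug above about 55%, with treated viability meeting a 40% cutoff, limit read from the data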;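 further: viability without doxorubicin minus viability with 2 µM doxorubicin for each compound; larger differential means the compound sensitizes cells more to doxorubicin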
MRP reversal cytotoxicity: recorded beside MRP reversal, whose call it bears; viability, %; H69AR cells, CellTiter-Glo, 72 h; measured here: cytotoxicity without doxorubicin
MRP reversal with doxorubicin: second read-out of MRP reversal, no call of its own (marks repeat the call); viability, %; measured here: viability with 2 uM doxorubicin; hits give low values
IL1B NFkB inh cell count 2 µM: also measured in IL1B NFkB inh; calls as there; cell count; measured here: cells passing quality filter;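 raw number of nuclei counted in each imaged well without normalization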
IL1B NFkB pot cell count 2 µM: also measured in IL1B NFkB pot; calls as there; cell count; measured here: cells passing quality filter
* marks the source's active call; other numbers are inactive results; · = no result given. This is a subset. The share of hits here may be higher or lower than overall.

SMILES | PLAP inhibition | Bcl-B TR3 displacers | IL1B NFkB pot | IL1B NFkB pot cell count 2 µM | IL1B NFkB inh | IL1B NFkB inh cell count 2 µM | MRP reversal | MRP reversal cytotoxicity | MRP reversal with doxorubicin
Cc1cc(C)nc(N2CCCC(C(=O)Nc3cc(F)ccc3C)C2)n1 (configuration not stated) | 14% | 0% | -6 | 89 | 6 | 89 | 10 | 91 | 81
CCC(=O)N1CCCc2cc(S(=O)(=O)NCc3cccs3)ccc21 | 13% | -4% | · | · | · | · | -12 | 90 | 101
CN(C)CCNC(=O)C(C(=O)c1ccccc1)n1ccccc1=O (configuration not stated) | 8% | -9% | 21 | 140 | -21 | 140 | -4 | 93 | 98
COc1ccc(Cc2nnc(NC(=O)Cc3cccs3)s2)cc1 | -53% | -17% | · | · | · | · | 3 | 98 | 95
Cc1ncc(CC(=O)n2cc(C(=O)c3cc(F)ccc3O)cn2)s1 | 14% | -4% | 5 | 155 | -5 | 155 | -4 | 95 | 99
COc1cc(S(=O)(=O)N2CCCCCC2)ccc1-n1cnnn1 | -5% | -4% | 4 | 157 | -4 | 157 | 18 | 95 | 76
O=C(OCCN1C(=O)c2ccccc2C1=O)c1cccs1 | -16% | 11% | 22 | 111 | -22 | 111 | -18 | 89 | 107
Cc1ccccc1CN1C(=O)CSc2ccc(C(=O)N3CCOCC3)cc21 | -51% | -11% | · | · | · | · | 15 | 77 | 62
O=c1c2cc(N3CCOCC3)ccc2[nH]c(=S)n1CCCN1CCCCCC1 | -71% | · | · | · | · | · | 2 | 89 | 87
O=C(CN1CCOc2ccccc21)NC1CCN(Cc2ccccc2)CC1 | -41% | -7% | 28 | 196 | -28 | 196 | -3 | 93 | 97
CCCS(=O)(=O)N1CCCC(C(=O)NCCN(CC)c2ccccc2)C1 (configuration not stated) | 5% | 4% | 6 | 146 | -6 | 146 | -3 | 95 | 98
FC(F)Sc1ccc(Nc2ncnc3nc[nH]c23)cc1 | · | · | -6 | 137 | 6 | 137 | 3 | 82 | 78
O=C(c1c[nH]c(=O)n(-c2ccccc2)c1=O)N1CCc2ccccc21 | -2% | -4% | · | · | · | · | 13 | 99 | 86
Cc1ccc(S(=O)(=O)N2CCOCC2)cc1NC(=O)c1cc2c(s1)CCC2 | -71% | -4% | -3 | 179 | 3 | 179 | · | · | ·
CCn1c(N2CCN(S(=O)(=O)c3ccccc3C(F)(F)F)CC2)nc2ccccc21 | -24% | -4% | -15 | 124 | 15 | 124 | -11 | 84 | 94
Cn1cc(S(=O)(=O)NCc2cccs2)c(=O)n(C)c1=O | -3% | 6% | 12 | 63 | -12 | 63 | 7 | 94 | 87
CCc1ccc(N2CC(C(=O)Nc3cccnc3)CC2=O)cc1 (configuration not stated) | -16% | -12% | 5 | 127 | -4 | 127 | 10 | 98 | 88
CC(=O)N1C(Nc2ccc(Cl)cc2)CCN1c1ccccc1 (configuration not stated) | 1% | -4% | 22 | 188 | -22 | 188 | · | · | ·
O=C1S/C(=C/c2ccc(N3CCOCC3)o2)C(=O)N1Cc1c(F)cccc1Cl | -62% | -150% | 30 | 194 | -30 | 194 | -14 | 46 | 60
CC(=O)NCCn1c(SCC(=O)NCCC2=CCCCC2)nc2ccccc2c1=O | -29% | -13% | 0 | 128 | 0 | 128 | -7 | 84 | 91
COc1ccc(OC(=O)c2ccc3nsnc3c2)cc1 | 0% | 12% | 18 | 140 | -18 | 140 | 14 | 100 | 86
CSc1oc(-c2ccccc2)nc1C(N)=O | · | 2% | 3 | 99 | -4 | 99 | -10 | 93 | 103
Cc1ccc(C(=O)Nc2cccc(C(=O)N3CCOCC3)c2)cc1 | 22% | 0% | 3 | 151 | -3 | 151 | 0 | 94 | 93
CCCc1cc(C(=O)Nc2ccc(C(C)=O)cc2)no1 | 11% | -4% | 17 | 37 | -16 | 37 | 3 | 98 | 95
O=S(=O)(c1ccccc1)c1nc(-c2ccco2)oc1NCCCn1ccnc1 | -59% | 17% | -6 | 119 | 6 | 119 | -11 | 83 | 94
(list continues)
SMILES | PLAP inhibition | Bcl-B TR3 displacers | IL1B NFkB pot | IL1B NFkB pot cell count 2 µM | IL1B NFkB inh | IL1B NFkB inh cell count 2 µM | MRP reversal | MRP reversal cytotoxicity | MRP reversal with doxorubicin
O=C(Nc1ccccc1)c1ccc(S(=O)(=O)NCC2CCCO2)cc1 (configuration not stated) | 20% | -3% | · | · | · | · | 19 | 101 | 82
CCOC(=O)c1c(NC(=O)CSc2nncn2C)sc(C)c1C | -12% | -5% | -6 | 70 | 6 | 70 | 15 | 86 | 71
COc1ccc(S(=O)(=O)N/N=C(/C)c2ccc(Cl)cc2)cc1 | 5% | -1% | 0 | 151 | -7 | 138 | · | · | ·
COc1ccc(CCNc2c(C)c(C)nc3ncnn23)cc1 | 5% | 4% | 18 | 113 | -18 | 113 | · | · | ·
CC(c1ccccc1)n1c(NCCCn2ccnc2)nc2c1c(=O)[nH]c(=O)n2C (configuration not stated) | -19% | 9% | 7 | 154 | -7 | 154 | 7 | 90 | 83
CCn1c(C)csc1=NC(=O)c1ccccc1 | 12% | 6% | -1 | 166 | 1 | 166 | · | · | ·
COc1cccc(NS(=O)(=O)c2ccc3[nH]cc(C(=O)N(C)Cc4ccco4)c(=O)c3c2)c1 | -44% | 27% | 6 | 142 | -6 | 142 | -7 | 96 | 103
CCOC(=O)CSc1ncc(OC)c(Sc2ccc(OC)cc2)n1 | -26% | 7% | · | · | · | · | · | · | ·
O=C(NNC(=O)C1CCN(Cc2ccccc2)CC1)c1cccc(Cl)c1 | -65% | -4% | -5 | 141 | 5 | 141 | · | · | ·
Nc1cccnc1Sc1ccc(Cl)cc1 | 7% | -8% | 0 | 120 | 0 | 120 | · | · | ·
CCOC(=O)c1c(N)sc2c(NC(C)=O)cccc12 | 4% | 1% | -5 | 96 | 5 | 96 | -1 | 84 | 85
Cc1cc(/C=C2\SC(=S)NC2=O)c(C)n1C | 13% | -139% | 1 | 137 | -2 | 197 | · | · | ·
COCc1[nH]nc2c1C(c1cc(OC)c(O)c(OC)c1)C(C#N)=C(N)O2 (configuration not stated) | 23µM* | -4% | · | · | · | · | -3 | 93 | 96
CC1CCCC(NS(=O)(=O)c2ccc3c(c2)OCCO3)C1C (configuration not stated) | 12% | -8% | 6 | 177 | -6 | 177 | 5 | 100 | 96
Cc1cc(-c2ccccc2)n(-c2ccc(C(=O)N3CCN(c4ncccn4)CC3)cc2)n1 | -59% | -5% | -5 | 181 | 5 | 181 | -23 | 46 | 69
COc1ccc(NC(=O)c2ccccc2NC(=O)C2CCCO2)cc1 (configuration not stated) | -14% | -7% | 3 | 158 | -3 | 158 | 0 | 92 | 92
Cc1ccc2c(n1)sc1c(-c3ccccc3)c(C#N)c(N)nc12 | -7% | 1% | -1 | 189 | 1 | 189 | · | · | ·
COc1ccc(NC(=O)C2C3CCC(C3)C2C(=O)O)cc1OC (configuration not stated) | 17% | -4% | 2 | 173 | -2 | 173 | 18 | 109 | 91
Cc1noc(C)c1COC(=O)c1cc(C)n(-c2ccccc2)c1C | 5% | 0% | 7 | 97 | -6 | 97 | -11 | 52 | 63
Cc1ccc(OC(C)C)c(CN(CCO)CCO)c1 | 20% | -7% | -4 | 164 | 4 | 164 | -3 | 95 | 98
COc1ccc(/C=N/NC(=O)CC(=O)NCc2cccnc2)cc1 | 0% | -18% | 13 | 176 | -13 | 176 | · | · | ·
COc1ccc(-c2c(C)n([O-])c(C)c(-c3ccccc3)[n+]2=O)cc1OC | -6% | -3% | -5 | 134 | 5 | 134 | 14 | 89 | 75
O=C(NCc1ccc(Cl)cc1Cl)c1ccccn1 | -25% | 2% | 1 | 117 | -1 | 117 | · | · | ·
CCOC(=O)N1CCN(C(=S)Nc2cccc(C)c2)CC1 | 7% | 0% | 15 | 183 | -15 | 183 | · | · | ·
Cc1cc(C)n(-c2ccc(Cl)c(C(=O)OCC(N)=O)n2)n1 | 3% | -3% | -3 | 134 | 3 | 134 | · | · | ·
Next entries.
SMILES | PLAP inhibition | Bcl-B TR3 displacers | IL1B NFkB pot | IL1B NFkB pot cell count 2 µM | IL1B NFkB inh | IL1B NFkB inh cell count 2 µM | MRP reversal | MRP reversal cytotoxicity | MRP reversal with doxorubicin
CCOc1ccc(Cc2c(Cl)nc(SC)nc2OC)cc1 | 14% | 1% | -20 | 104 | 20 | 104 | · | · | ·
CN(C(=O)C1CCOC1)c1nnc(-c2cnccn2)s1 (configuration not stated) | 10% | -3% | 25 | 151 | -25 | 151 | -5 | 92 | 97
CSc1nnc2n(C)c3c(c(=O)n12)C1(CCCC1)Cc1ccccc1-3 | -4% | -2% | 38 | 130 | -38 | 130 | 6 | 77 | 71
COc1cc2cc(C(c3nnnn3C3CCCCC3)N(C)C3CCCCC3)c(=O)[nH]c2cc1OC (configuration not stated) | -60% | -12% | · | · | · | · | 12 | 102 | 90
CCCc1nc2n[nH]c(N)c2c2c1COC(C)(C)C2 | -12% | -4% | -4 | 75 | 4 | 75 | 2 | 86 | 84
CC1(C)Cc2c(sc3nc(SCC(=O)N4CCOCC4)nc(N)c23)CO1 | -6% | 9% | · | · | · | · | -10 | 90 | 100
CCc1ccc(NC(=O)CCn2ccnc2C)cc1 | -19% | -3% | 6 | 182 | -6 | 182 | -3 | 96 | 100
O=C(NC12CC3CC(CC(C3)C1)C2)N1CCN(S(=O)(=O)c2ccc(Cl)cc2)CC1 | 10% | -9% | 9 | 124 | -9 | 124 | -6 | 66 | 72
COc1ccc(CCC(C)NC2C3CC4CC(C3)CC2C4)cc1 (configuration not stated) | -13% | 0% | -13 | 198 | 13 | 198 | · | · | ·
Cc1cnc2cc(Cl)c(Cl)cc2n1 | · | · | -29 | 101 | 28 | 101 | 8 | 102 | 94
CC(C)N(C(=O)Nc1ccc2nccnc2c1)C(C)C | 11% | -16% | 24 | 148 | -24 | 148 | · | · | ·
O=S(=O)(c1ccc2ccccc2c1)N1CCCOC1 | 13% | -8% | 5 | 115 | -5 | 115 | 7 | 91 | 84
Cc1ccc(C)c(Cn2nnc3c(=O)[nH]c(C(=O)NCC4CCCO4)nc32)c1 (configuration not stated) | · | · | 12 | 131 | -12 | 131 | 13 | 94 | 82
COc1cc(C(=O)N(Cc2ccco2)Cc2cc3ccccc3[nH]c2=O)cc(OC)c1OC | 0% | 4% | -1 | 92 | 1 | 92 | · | · | ·
CN(C)S(=O)(=O)c1ccc(NC(=O)COC(=O)c2n[nH]c3ccccc23)cc1 | -2% | -7% | -4 | 157 | 4 | 157 | -7 | 79 | 85
COc1ccc(C(=O)c2ccc(Cl)cc2)cc1 | -25% | -10% | 1 | 161 | -1 | 161 | -4 | 90 | 94
CCc1ccc(NC(=O)c2ccc3nc(N)sc3c2)cc1 | 20% | -5% | 0 | 165 | 0 | 165 | 1 | 73 | 72
O=C(Nc1cccc(Cn2cccn2)c1)c1cc2c(s1)CCCC2 | -8% | -4% | 4 | 113 | -4 | 113 | -27 | 57 | 84
CS(=O)(=O)N(CC(=O)Nc1cccc(F)c1)Cc1ccccc1 | 14% | -4% | 25 | 149 | -25 | 149 | -2 | 87 | 90
COc1ccc2c(c1)cc(C)c1nnc(SCC(=O)N3CCN(C(=O)c4ccco4)CC3)n12 | -61% | 5% | · | · | · | · | -4 | 78 | 82
O=C(NC1CCCCC1)[C@H](O)[C@@H](O)C(=O)NC1CCCCC1 | -22% | -5% | -3 | 145 | 3 | 145 | -4 | 97 | 101
